# Screening results (PubChem)
# UHRF1 binding: blocks human UHRF1 binding to methylated DNA. UHRF1 binding to methylated oligo, TR-FRET. inhibition, % at 4.4 µM. hit rate 0.75% among 370,000. AID 687016; in the data active means inhibition above about 21%;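 further: UHRF1 SRA domain binding a hemimethylated CpG hairpin DNA probe; 0% = median of test compound wells and 100% = reference inhibitor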
# TCR CD3 inh: inhibitors of human TCR-CD3 interaction. inhibition, % at 9.4 µM. TAMRA-labeled TCR probe fluorescence, biochemical. AID 651800. hit rate 0.37% among 360,000; in the data active means inhibition above about 19%;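 further: recombinant mutant TCR 2C K166C tagged with TAMRA read by polarization; 0% = receptor in buffer alone and 100% = receptor with positive control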
# Tn6 DDE FP: DD(E)-Tn6 binding inhibition, primary FP screen. P02675. Fibrin DD(E) TRITC-Tn6 fluorescence polarization displacement. inhibition, % at 8.3 µM. hit rate 0.21% among 370,000. AID 720509;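 active means inhibition above a per-campaign cutoff: mean of compounds within control limits plus 3 SD, cut at about 15% in these data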;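 further: 0% = median of all compound wells on the plate and 100% = blocking peptide control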
# Tn7 DDE FP: DD(E)-Tn7 binding inhibition, primary FP screen; hit rate 0.13% among 370,000; FP displacement of FITC-Tn7 peptide from fibrin DD(E); 0% = median of compound wells per plate; AID 720508; P02675; inhibition, % at 8.3 µM;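 active means inhibition above the mean of compounds falling within the control limits plus 3 SD of them, cut at about 14% in these data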;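 further: 0% = plate median of compound wells and 100% = 10 µM Aha-Tn7 peptide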
#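 Measure: % inhibition scaled between sample-field median and high-control FP; Test system: human fibrin DD(E); Quantity: 2 µM final DD(E) protein; Doses: one dose, 8.3 µM nominal; Schedule: compound with protein 10 min, then 3 h after probe, room temperature; Detection: fluorescence polarization; Medium: Tris buffer with calcium and detergent, pH 7.8.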
# PRMT1 inh: blocks human protein arginine methyltransferase 1. Q99873. AID 652257. hit rate 1.3% among 370,000. recombinant PRMT1, activity-based probe fluorescence polarization. inhibition, % at 2.79 µM;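 active means inhibition above about 21% made by adding two undisclosed values, limit read from the data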
# Target sequence (Q99873 whole entry, looked up): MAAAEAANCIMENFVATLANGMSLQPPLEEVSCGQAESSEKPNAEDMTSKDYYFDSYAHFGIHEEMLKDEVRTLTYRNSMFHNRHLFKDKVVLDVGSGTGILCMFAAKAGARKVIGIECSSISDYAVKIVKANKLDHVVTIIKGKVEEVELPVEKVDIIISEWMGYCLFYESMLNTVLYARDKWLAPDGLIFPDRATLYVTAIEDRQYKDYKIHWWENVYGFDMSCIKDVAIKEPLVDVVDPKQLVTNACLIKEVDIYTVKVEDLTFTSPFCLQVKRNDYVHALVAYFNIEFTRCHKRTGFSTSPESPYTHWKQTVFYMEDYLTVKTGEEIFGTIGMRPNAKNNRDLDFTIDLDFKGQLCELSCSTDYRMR
# proKLK7 act: activates the human kallikrein-7 zymogen. activation, % at 7 µM. purified proKLK7, EDANS-DABCYL substrate fluorescence; 100% is mature enzyme control, 0% vehicle. hit rate 0.9% among 370,000. AID 652039. P49862;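 active means activation above the mean of all tested compounds plus 3 SD, computed per campaign excluding outliers beyond control limits, cut at about 13% in these data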
# TDP2 inh: blocks human TDP2 phosphodiesterase activity. hit rate 0.34% among 370,000. inhibition, % at 12.8 µM. recombinant TDP2, T5PNP hydrolysis, p-nitrophenol absorbance 415 nm. AID 720702. O95551;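 active means inhibition above the mean of all tested compounds plus 3 SD, set per campaign, cut at about 25% in these data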;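 further: 0% = DMSO with enzyme and 100% = buffer with substrate but no TDP2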
#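 test system = human TDP2 enzyme | input = TDP2 enzyme at 120 nM final | medium = 50 mM Tris-HCl pH 7.5 with Mg2+, KCl, DTT, BSA | also added = T5PNP substrate, 5 mM | times = 2 h at 37 °C | technique = epi absorbance | benchmarks = high control without enzyme, low control DMSO plus TDP2 | replication = each compound tested once, singlicate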
# SIAE primary: inhibitors of human sialic acid acetylesterase SIAE; SIAE FP-Rh probe binding, fluorescence polarization; inhibition, % at 9.66 µM; Q9HAT2; AID 1053197; hit rate 0.69% among 370,000;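 active means inhibition above a cutoff: mean of compounds within the control limits plus 3 SD of those, cut at about 17% in these data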;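 further: 0% = plate median of compound wells and 100% = probe without SIAE protein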
# Target sequence (Q9HAT2 whole entry, looked up): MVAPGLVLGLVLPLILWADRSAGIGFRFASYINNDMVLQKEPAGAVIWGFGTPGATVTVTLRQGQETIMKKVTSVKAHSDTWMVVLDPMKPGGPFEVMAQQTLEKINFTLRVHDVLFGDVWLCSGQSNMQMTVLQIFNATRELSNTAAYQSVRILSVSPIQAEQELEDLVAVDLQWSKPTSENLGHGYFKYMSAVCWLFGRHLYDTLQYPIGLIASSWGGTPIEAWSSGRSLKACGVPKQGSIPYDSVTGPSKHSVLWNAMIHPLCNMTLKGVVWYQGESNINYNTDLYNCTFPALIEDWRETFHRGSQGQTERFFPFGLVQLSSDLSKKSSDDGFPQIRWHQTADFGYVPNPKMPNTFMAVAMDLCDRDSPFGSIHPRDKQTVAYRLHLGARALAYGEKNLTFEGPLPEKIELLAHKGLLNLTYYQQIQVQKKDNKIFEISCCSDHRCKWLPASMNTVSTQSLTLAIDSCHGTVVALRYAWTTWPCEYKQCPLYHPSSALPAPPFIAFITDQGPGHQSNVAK
# MBD2 DNA inh: inhibitors of human MBD2 binding to methylated oligonucleotide; Q9UBB5; TR-FRET; inhibition, % at 4.4 µM; hit rate 0.31% among 370,000; in the data active means inhibition above about 13%
# LEDGF integ inh: blocks HIV-1 LEDGF/p75-dependent DNA integration. inhibition, % at 3.7 µM. AID 743269. hit rate 0.64% among 370,000. TR-FRET IN-LEDGF/p75 DNA integration, Eu/Cy5;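 active means inhibition above the screen-wide mean plus 3 SD, cut at about 13% in these data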;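 further: signal is the Cy5 over europium emission ratio at 671 and 618 nm; 0% = plate median of compound wells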
# * = called active by the depositor. This is a random part of the collection, and some 4.6% of all compounds hit somewhere here.
SMILES,UHRF1 binding,TCR CD3 inh,Tn6 DDE FP,Tn7 DDE FP,PRMT1 inh,proKLK7 act,TDP2 inh,SIAE primary,MBD2 DNA inh,LEDGF integ inh
CCOC(=O)c1c(C)n(C)c2cc(Br)c(O)c(O)c12,-8,-4,-3,0,14,0.5,-4,13,-18,7
COc1ccc(S(=O)(=O)N2CCCc3ccccc32)cc1OC,-1,4,-2,2,2,0.0,14,-6,-7,1
Cc1ccc(C)c(NC(=O)CSc2nnc(CCCCCNC(=O)OC(C)(C)C)o2)c1,2,0,-9,-2,-5,0.1,-12,-6,-5,6
Clc1ccc(-n2nnnc2-c2cnc3ccc(Cl)cc3c2-c2ccccc2)cc1,1,1,0,-1,-4,0.3,-12,2,2,5
Cc1ccc(-n2c(SCC3CCCCO3)nnc2-c2ccco2)cc1 (stereo unspecified),1,6,2,6,-2,0.0,2,-1,1,-2
O=C(CN1CCN(Cc2ccccc2)CC1)c1ccccc1,-1,8,5,-4,-1,0.0,5,-3,-5,0
C[C@@H](NC(=O)OC(C)(C)C)C(=O)NCC1CCC(C(=O)N[C@@H](Cc2ccccc2)C(=O)O)CC1 (stereo partly specified),5,-8,-4,4,-2,0.6,-3,3,2,3
COC(=O)CCNc1ccc2c(c1)OCCO2,2,-2,-2,8,-1,-0.3,12,2,4,-1
O=C(Nc1ccccc1)c1cc(C2CCCCN2S(=O)(=O)Cc2cccc(C(F)(F)F)c2)on1 (stereo unspecified),0,-12,-8,-5,-7,1.3,-17,-14,-4,5
Cc1sc2ncnc(SCc3ccco3)c2c1C,-2,4,8,-3,3,0.2,2,-1,-1,2
Cn1c(CO)cnc1SCc1c(Cl)cccc1Cl,3,2,9,-5,-1,0.4,-12,-1,-3,2
COc1cc(C)ccc1OCCCOc1ccccc1Br,1,5,0,-1,-3,0.4,-1,-1,1,0
Cc1csc(NC(=O)CCCC(=O)c2ccccc2)n1,-1,-5,0,-4,-1,-1.2,13,-1,4,-2
Oc1ccccc1CN1CCN(C(c2ccccc2)c2ccccc2)CC1,3,-2,1,-2,5,-0.1,-4,4,2,-1
O=C1COc2ccc(C(=O)COC(=O)CCSc3ccc(Cl)cc3)cc2N1,1,-4,-5,2,0,-0.1,6,-8,-6,-2
CC12CN(Cc3ccccc3)CC(C)(CN(Cc3ccccc3)C1)C2=NO,7,9,-3,6,-1,-0.1,-1,5,5,0
O=C(CS(=O)(=O)Cc1ccccc1)Nc1ccccn1,20,-1,-2,5,1,-0.4,3,0,10,0
CCC(Sc1ncccc1C(=O)OCCN1CCCC1=O)C(=O)NCc1ccco1 (stereo unspecified),-3,-4,-8,-1,5,0.3,3,-2,-3,-1
Cc1ccc(N2CCN(C(=O)c3cccs3)CC2)cc1C,-2,12,1,12,1,-0.7,5,5,2,-1
CCn1c(SC/C=C/c2ccccc2)nnc1-c1cnccn1,1,1,-2,-2,3,-0.4,-4,4,6,3
COc1cccc(C(=O)N[C@@H](Cc2cccnc2)C(=O)N2CCC[C@H]2C(=O)NC2CCCC2)c1,-1,3,-3,-3,-2,-0.1,3,5,4,-3
Cc1cc(Cl)cc2c(N=Nc3ccccc3C(=O)O)c(O)[nH]c12,-1,-5,-6,1,-2,0.5,1,3,3,-3
CCOc1cc(Br)c(Br)c(C=Nc2ccc(NC(C)=O)cc2)c1O,5,-4,-5,-2,3,-0.8,-3,-6,1,-3
CCc1ccc(NC(=S)N2CCCCCCC2)cc1,1,4,5,1,-2,-0.3,3,5,-1,-2
NS(=O)(=O)c1cccc(NC(=O)CSc2ncc(C(F)(F)F)cc2Cl)c1,-1,3,1,0,-1,0.2,-6,-6,-2,-6
CC(CCC(=O)O)(c1ccc(O)cc1)c1ccc(O)cc1,-3,2,13,0,-1,-0.1,-3,2,-6,-2
CCCOc1ccc(N2CC(C(=O)Nc3ccccn3)CC2=O)cc1 (stereo unspecified),1,-3,7,-3,17,-0.1,2,2,0,1
COc1cc(C(=O)NCCOc2ccccc2C)c(Br)c(OC)c1OC,2,0,5,7,4,-0.3,-5,-4,-5,-4
CCOC(=O)N1CCC(N2Cc3cccc(C(=O)Nc4ccc(OCC)cc4)c3C2=O)CC1,-1,3,1,11,-1,-0.5,-9,0,0,-3
CCOC(=O)N1CCN(Cc2nc3cc(NC(=O)c4cccs4)ccc3n2CC)CC1,2,-4,-9,-1,7,1.0,-1,-4,2,-1

# Whole records, quoted from the list:
# Listed for `COc1ccc(S(=O)(=O)N2CCCc3ccccc32)cc1OC` = UHRF1 binding: -1; TCR CD3 inh: 4; Tn6 DDE FP: -2; Tn7 DDE FP: 2; PRMT1 inh: 2; proKLK7 act: 0.0; TDP2 inh: 14; SIAE primary: -6; MBD2 DNA inh: -7; LEDGF integ inh: 1
# Listed for `O=C(Nc1ccccc1)c1cc(C2CCCCN2S(=O)(=O)Cc2cccc(C(F)(F)F)c2)on1` (stereo unspecified) = UHRF1 binding: 0; TCR CD3 inh: -12; Tn6 DDE FP: -8; Tn7 DDE FP: -5; PRMT1 inh: -7; proKLK7 act: 1.3; TDP2 inh: -17; SIAE primary: -14; MBD2 DNA inh: -4; LEDGF integ inh: 5

# Other entries
SMILES,UHRF1 binding,TCR CD3 inh,Tn6 DDE FP,Tn7 DDE FP,PRMT1 inh,proKLK7 act,TDP2 inh,SIAE primary,MBD2 DNA inh,LEDGF integ inh
CCc1nc2ccc(C(=O)Nc3ccc(OC)c(OC)c3)cn2c1N(CC)CCOC,1,-6,11,-2,1,-0.5,-1,-1,5,2
O=C(Nc1ccccn1)c1ccc(Cl)c([N+](=O)[O-])c1,0,-8,-2,1,3,0.1,4,4,-3,4
O=C1N2CCSC2=NC1(Nc1ccccn1)C(F)(F)F (stereo unspecified),2,6,-1,2,-1,0.6,4,1,2,-5
CCOC(=O)C1CCN(C(=O)CCc2ccc(S(=O)(=O)NCC(C)C)cc2)CC1,3,2,-6,-1,-4,0.0,-7,-2,-2,4
COCCNC(=O)c1onc(CSc2ccncc2)c1C(=O)NCCOC,3,-6,7,9,1,-0.3,-16,9,-4,0
O=C(Nc1ccnn1C1CCN(Cc2cccc(OCCO)c2)CC1)C1CCCC1,-3,5,1,0,-1,-0.3,2,-9,2,6
COc1ccc(-c2sc(Nc3ccccc3)n[n+]2-c2ccc(F)cc2)c(OC)c1OC,0,4,0,-5,-1,0.8,1,-1,0,2
O=C(NC1CCCC1)c1cccc(S(=O)(=O)N2CCOCC2)c1,3,-4,5,-3,9,-0.4,-13,5,3,4
CC1(C)Cc2ccccc2-c2nnc(-c3ccco3)n21,0,-1,5,1,-2,-0.7,-2,2,1,-1
CCc1ccc(NC(=O)C(C)OC(=O)c2ccc(-n3cnnn3)cc2)cc1 (stereo unspecified),4,-6,4,-5,1,0.5,-15,-1,3,-5
Cc1ccc2c(NC(=O)c3ccc(Br)o3)cccc2n1,0,-2,-4,-5,2,-0.5,7,-5,-1,-3
CCOc1ccc2[nH]c3c(N4CCN(c5ccccn5)CC4)ncnc3c2c1,0,1,-9,1,-2,-12,3,14,0,-1
O=C(CSc1ccc(-c2ccc3c(c2)OCO3)nn1)Nc1nccs1,-1,3,10,2,2,0.2,4,-21,0,-6
CCN1C(=O)N[C@@H](c2cccs2)C(C(=O)OC)=C1C,3,-6,-1,-3,4,-0.6,-3,-7,7,2
COc1ccc(/C=C(/NC(=O)c2cccc([N+](=O)[O-])c2)C(=O)O)cc1,-2,9,-4,-1,-2,0.4,-4,-1,-2,-2
O=C(Cc1ncon1)Nc1ccc(F)c(F)c1F,-2,3,-2,-2,-8,0.2,-4,3,-3,8
O=C(NC(=S)Nc1cnc2ccccc2c1)c1ccccc1,-4,3,-1,-3,-4,2.9,4,0,-4,3
COC(=O)c1sc2nc(-c3ccco3)ccc2c1N,55*,6,-8,-1,55*,-4.6,3,10,16*,52*
O=C1NCCN1C(=O)c1cccc(Cl)c1,6,-7,3,7,2,-0.1,-1,-6,5,2
Cc1ccc(S(=O)(=O)N/N=C/c2ccc(OCC(=O)N3CCOCC3)cc2)cc1,2,-1,1,2,-3,0.5,-10,3,-5,7
N#CCc1ccc(NC(=O)c2ccc(S(=O)(=O)N3CCOCC3)cc2)cc1,2,1,5,4,4,-0.2,3,2,2,-1
COc1cc(-c2nnn(CC(=O)NCc3ccccc3)n2)cc(OC)c1OC,6,4,-4,-5,3,-1.0,-7,-1,-4,-5
CC(=O)OC1CCC2(C)C(=CCC3C4CC(=O)N(O)C(=O)C4(C)CCC32)C1 (stereo unspecified),-1,3,-3,2,-2,0.2,-1,-8,-2,1
COc1cc(C=C(C(C)=O)C(C)=O)ccc1O,-2,8,15,1,0,0.3,3,-1,-2,-3
CC1(Cc2cccc(F)c2)C(=O)Nc2ccc(OC(F)(F)F)cc21 (stereo unspecified),-2,-2,-7,-6,-1,-0.6,10,6,-2,-2
O=C(Cn1nnc(-c2ccc3c(c2)OCO3)n1)N1CCOCC1,-3,8,-1,11,-1,0.4,14,11,0,-4
CCOC(=O)c1c(N)sc2c1CCC1C(=O)N(C3CCCCC3)C(=O)C21 (stereo unspecified),2,-12,-1,-3,6,0.2,-1,3,-4,-2
COc1ccc(-n2nc(C(=O)NCC(=O)NCc3ccco3)c3ccccc3c2=O)cc1Cl,-1,-1,1,6,2,2.0,-2,-5,0,2
CCS(=O)(=O)N1CCC(N2CCN(c3ccccc3)CC2)CC1,-1,5,1,1,-2,-0.7,2,1,3,5
CC1(C)Cc2nc3oc4c(=O)n(CC(=O)Nc5ccc(Cl)cc5)cnc4c3cc2CO1,0,7,0,-5,1,-0.1,-8,-17,-2,3
Nc1nc2c3ccccc3nc(C3CC3)n2n1,2,4,-3,7,-2,-0.3,1,4,3,-2
Cc1ccc(NC(=O)CCc2nc3ccccc3c(=O)[nH]2)cc1S(=O)(=O)N1CCOCC1,-3,2,2,-7,-5,-0.5,-2,5,-2,-1
COc1ccccc1C(=O)NCCC(=O)NCCc1ccccc1,3,1,-3,-7,2,0.0,-2,-1,0,4
O=C(Nc1c(C(=O)N2CCCCC2)cnn1-c1ccccc1)c1ccco1,1,9,3,-6,-1,-0.4,-6,-15,-2,1
CCN(CC)CCNC(=O)c1cc([N+](=O)[O-])c(N(C)C)cc1OC,-8,-1,4,6,0,-0.2,0,10,-13,5
COc1ccc(-n2c(O)c(/C=C3\C=Nc4ccccc43)c(=O)[nH]c2=O)cc1,2,-11,-7,0,8,0.3,3,-147,1,-3
COc1ccccc1Cc1c(-c2cccc(Cl)c2)nc2ccc(C)cn12,19,-3,3,3,-5,-0.4,1,-3,8,4
COc1ccc(Nc2c3c(nc4ccccc24)CCCC3)cc1OC,-4,1,0,2,-1,-0.3,1,7,-4,-5
COc1ccc(/C=C/C(=O)OCC(=O)N2CCCCCC2)cc1OC,-2,-11,-1,5,1,4.0,4,6,1,-2
COc1ccc(CCNCc2ccc(OCC(=O)N3CCCCC3)c(OC)c2)cc1OC,5,-9,2,3,4,-0.1,-2,-4,1,1
